Screens (PubChem)
hK5 inh = human KLK5 protease inhibitors, primary screen, biochemical, 1536-well. Kallikrein-5 (Homo sapiens), Q9Y337. recombinant hK5, fluorogenic AMC substrate cleavage. inhibition, % at 5 µM. actives 0.59% (n = 210,000);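 active means inhibition of 40% or more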;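 further: 0% = enzyme controls without compound and 100% = no-enzyme blanks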
Target sequence (Q9Y337 67-293 limits assumed): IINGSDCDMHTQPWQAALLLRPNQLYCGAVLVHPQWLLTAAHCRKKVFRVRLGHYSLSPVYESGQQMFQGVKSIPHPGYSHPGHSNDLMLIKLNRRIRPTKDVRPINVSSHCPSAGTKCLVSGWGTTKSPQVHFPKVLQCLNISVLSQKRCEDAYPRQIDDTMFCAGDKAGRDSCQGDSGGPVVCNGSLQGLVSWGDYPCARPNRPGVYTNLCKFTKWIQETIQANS
FXIIa inh = human FXIIa protease inhibitors, primary screen, biochemical, 1536-well; inhibition, % at 5 µM; actives 0.3% (n = 220,000); AID 800, 2007; Coagulation factor XII (Homo sapiens), P00748; purified FXIIa, Boc-QGR-AMC fluorogenic substrate, 2 h; in the data active means inhibition above about 40%;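 further: 0% = enzyme with no compound and 100% = blank without enzyme; many of its hits are not listed in these tables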
Mdm2 ligase inh = MDM2-luciferase reporter signal enhancers, primary screen, MDM2 E3 ligase inhibitor project, cell-based, luminescence, 1536-well | cell-based MDM2 ubiquitination luciferase reporter, 2 h; 0 = plate control, 100 = twice control, blank-subtracted | signal enhancement, % at 5 µM | actives 0.11% (n = 210,000) | AID 1230, 2008;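 active means signal enhancement of 30% or more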;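 further: luminescence tracks abundance of the self-degrading MDM2-luciferase fusion protein; higher signal means inhibition of MDM2 E3 ligase activity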
Target sequence (Q00987 whole entry, looked up, the tested form may be a part): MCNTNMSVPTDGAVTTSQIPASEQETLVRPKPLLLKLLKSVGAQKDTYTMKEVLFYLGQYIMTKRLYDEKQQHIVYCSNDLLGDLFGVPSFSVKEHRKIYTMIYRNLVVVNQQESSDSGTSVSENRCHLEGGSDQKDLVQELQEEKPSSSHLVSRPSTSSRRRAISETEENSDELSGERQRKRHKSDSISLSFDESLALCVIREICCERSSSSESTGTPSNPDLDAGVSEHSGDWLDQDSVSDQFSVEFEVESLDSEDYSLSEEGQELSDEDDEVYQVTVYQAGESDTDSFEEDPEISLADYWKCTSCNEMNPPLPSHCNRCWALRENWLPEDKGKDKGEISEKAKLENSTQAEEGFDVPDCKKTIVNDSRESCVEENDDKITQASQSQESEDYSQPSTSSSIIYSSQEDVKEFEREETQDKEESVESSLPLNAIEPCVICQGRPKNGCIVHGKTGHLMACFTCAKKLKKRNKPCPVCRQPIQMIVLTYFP
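System: stable MDM2–luciferase fusion reporter cells / Input: 2000 cells seeded into each well / Schedule: 4 h settle plus 2 h compound, 37 °C / Compound: single-point 5 µM / Buffer or medium: cells held in DMEM / Benchmarks: control and blank well means / Evaluation: percent signal gain over controls, blank-subtracted / Measured by: luciferase luminescence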
p97 ATPase inh = inhibitors of human p97 ATPase, primary screen, biochemical; recombinant p97 ATPase, Kinase-Glo ATP luminescence, 3 h; actives 0.42% (n = 220,000); inhibition, % at 8 µM; Transitional endoplasmic reticulum ATPase (Homo sapiens), P55072; AID 1481, 2009; in the data active means inhibition above about 15%;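 further: 0% = DMSO vehicle and 100% = wells lacking enzyme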
eIF4E 4G PPI = eIF4E–eIF4G protein interaction inhibitors, primary screen, biochemical, uHTS, TR-FRET, eIF4GI fragment. AID 782, 2007. actives 0.37% (n = 220,000). inhibition, % at 21.7 µM. TR-FRET eIF4E-eIF4GI(517-606) binding, 2 h;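 active means inhibition above about 30%, limit read from the data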;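 further: 0% = full FRET control wells and 100% = background wells lacking eIF4GI fragment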
Wee1 stabilizer = Wee1 degradation inhibitors, primary screen, cell-based, HeLa, Wee1K328M-luciferase, luminescence; actives 1.2% (n = 220,000); reporter increase, % at 5 µM; HeLa Luc-Wee1K328M stability; 100% = proteasome inhibitor MG132 effect; Wee1-like protein kinase (Homo sapiens), P30291; AID 1321, 2008;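 active means activation above the mean of all tested compounds plus 3 SD, set per screening run, cut at about 8.8% in these data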;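 further: cells exposed to compound for 20 h before luminescence read; 0% = DMSO alone and 100% = MG132 at 30 µM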
FXIa inh 1536 = human FXIa protease inhibitors, primary screen, biochemical, 1536-well; Coagulation factor XI (Homo sapiens), P03951; purified FXIa, Boc-Glu-Ala-Arg-AMC fluorogenic substrate; inhibition, % at 5 µM; actives 0.14% (n = 220,000);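 active means inhibition of at least 40%; inactive means inhibition below 40%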;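 further: fluorescence of freed AMC excited at 355 nm; 0% = enzyme without compound and 100% = no enzyme blank; many of its hits are not listed in these tables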
14-3-3 Bad inh = inhibitors of 14-3-3 zeta/Bad binding, primary screen, biochemical, TR-FRET, bovine 14-3-3 zeta. actives 0.71% (n = 220,000). inhibition, % at 21.7 µM. AID 781, 2007. 14-3-3 protein zeta/delta (Bos taurus), P63103. TR-FRET 14-3-3zeta/Dy647-pBad peptide displacement, 1 h;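 active means inhibition above about 70%, limit read from the data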;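 further: 0% = full 14-3-3 plus peptide FRET controls and 100% = background without 14-3-3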
Target sequence (P63103 whole entry, looked up): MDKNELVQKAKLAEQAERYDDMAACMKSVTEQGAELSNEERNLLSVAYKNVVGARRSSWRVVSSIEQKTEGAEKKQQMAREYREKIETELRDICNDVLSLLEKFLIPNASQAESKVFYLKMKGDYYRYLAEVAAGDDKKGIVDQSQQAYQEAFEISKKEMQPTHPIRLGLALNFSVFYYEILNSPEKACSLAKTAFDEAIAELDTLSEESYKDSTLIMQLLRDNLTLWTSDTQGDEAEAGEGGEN
Rad51 HR inh = human RAD51 strand exchange inhibitors, primary screen, biochemical, fluorescence | DNA repair protein RAD51 homolog 1 (Homo sapiens), Q06609 | hRad51 DNA strand exchange, fluorescence dequenching | inhibition, % at 10 µM | actives 0.085% (n = 200,000) | AID 1385, 2008;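 active means inhibition above 40% at the single screening dose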;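 further: 0% = DMSO control wells and 100% = blanks with heterologous ssDNA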
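Test system – preformed human Rad51 ssDNA filaments · Reagent – Donor/quencher-labelled 47-bp dsDNA substrate · Incubation – 37 °C 15-min filament assembly, 30-min compound preincubation, 15-min exchange · Signal – FRET fluorescence dequenching, excitation 485 nm, emission 520 nm · Read-out – percent inhibition from fluorescence, normalised to plate control and blank means · Benchmarks – plate control and blank wells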
* = called active by the depositor; / = not tested or not shown; [ ] = another dose, or the depositor's remark.

A first look (three entries):
mol	hK5 inh	FXIIa inh	Mdm2 ligase inh	p97 ATPase inh	eIF4E 4G PPI	Wee1 stabilizer	FXIa inh 1536	14-3-3 Bad inh	Rad51 HR inh
CCc1ccc(OCC(=O)Nc2ccc(-c3cc4ccccc4oc3=O)c(OC)c2)cc1	-9	14	-13	0	5	0	16	1	0
CC(=O)Nc1ccc(S(=O)(=O)NCc2cn3c(C)csc3n2)cc1	1	2	3	6	-4	-3	-2	3[fluorescence artefact?]	3
Cc1ccc(OCC(=O)Nc2cccc(S(=O)(=O)N3CCOCC3)c2)c([N+](=O)[O-])n1	5	12	11	-1	2	-1	2	-5	22

The listing, repeating the preview:
mol	hK5 inh	FXIIa inh	Mdm2 ligase inh	p97 ATPase inh	eIF4E 4G PPI	Wee1 stabilizer	FXIa inh 1536	14-3-3 Bad inh	Rad51 HR inh
CCc1ccc(OCC(=O)Nc2ccc(-c3cc4ccccc4oc3=O)c(OC)c2)cc1	-9	14	-13	0	5	0	16	1	0
CC(=O)Nc1ccc(S(=O)(=O)NCc2cn3c(C)csc3n2)cc1	1	2	3	6	-4	-3	-2	3[fluorescence artefact?]	3
Cc1ccc(OCC(=O)Nc2cccc(S(=O)(=O)N3CCOCC3)c2)c([N+](=O)[O-])n1	5	12	11	-1	2	-1	2	-5	22
COc1ccc(CNC(=O)C2CCN(S(=O)(=O)c3ccc(-c4nn[nH]n4)cc3)CC2)cc1	39	1	1	7	2	4	-3	42	2
Cn1cccc1/C=N/NC(=O)c1sc2cc(Cl)ccc2c1Cl	-7	11	-7	6	3[fluorescence artefact?]	-3	1	-2	6
CC(=O)c1c(C)[nH]c(C(=O)CN2C(=O)NC(CCc3ccccc3)C2=O)c1C (stereo not drawn)	1	-3	-8	3	-3	-3	2	1	3
Cc1snc(SCC(=O)c2ccc(F)cc2)c1C#N	-5	3	-15	1	-1	2	-1	-6	-2
O=C(CSc1ncn[nH]1)NCCCc1ccccc1	-12	0	7	4	-10[fluorescence artefact?]	2	7	4	-1
Cc1cccc(-n2c(C)n[nH]c2=S)c1	-17	1	-8	3	3	-1	1	2[fluorescence artefact?]	-4
COc1cc2c(C(=O)NC3CCCCCC3)cn(C)c(=O)c2cc1OC	-1	-2	-12	4	-4	-2	-8	-1	/
CC1Cc2ccccc2N1Cc1nc2scc(-c3cccs3)c2c(=O)[nH]1 (stereo not drawn)	3	-1	-22	7	-9	2	-5	-20	-5
COc1ccc(C2=NO[C@@H]3C(=O)N(Cc4ccccc4)C(=O)[C@H]23)c(OC)c1	8	10	-13	-3	9	0	8	3	-8
OC(CNCc1ccco1)Cn1c2ccc(Br)cc2c2cc(Br)ccc21 (stereo not drawn)	-11	10	-5	3	-8	1	3	9	19
Nc1cc(=O)[nH]c(SCc2nc3ccccc3n2Cc2ccccc2)n1	-9	-1	-10	5	-2[fluorescence artefact?]	-1	-7	7	-1
Cc1nc2ncnn2c(C)c1CCC(=O)N1CCN(c2ccccn2)CC1	-12	-8	-3	8	0[fluorescence artefact?]	-2	1	7	-1
Cc1nn(CC#N)c(=O)n1-c1ccc(F)cc1	0	11	-3	1	0	-2	1	6	0
COC(=O)/C=C1/SC(=NC(=O)c2ccc(F)cc2)NC1=O	-1	9	-20	6	5	-2	2	29	11
COc1ccc(N2CCN(C(c3cccs3)C(C)NS(C)(=O)=O)CC2)cc1 (stereo not drawn)	2	13	-13	-1	5	4	-2	-9	-3
COC(=O)CN(c1nc(C)cc(OC)n1)S(=O)(=O)c1ccc(C)cc1	-14	10	2	0	1	-1	3	14	/
O=[N+]([O-])c1cc(C(F)(F)F)ccc1NCCc1c[nH]c2ccc(O)cc12	-4	3	0	-1	7[fluorescence artefact?]	3	-3	-9	-5
COc1ccc(CN2CCN(S(=O)(=O)c3ccccc3)CC2)cc1Br	-17	-2	-11	1	6	0	2	59[fluorescence artefact?]	1
Cc1ccccc1C(C(=O)NC1CCCCC1)N(C(=O)c1ccccn1)c1cccnc1 (stereo not drawn)	-2	13	-2	5	1	-3	-4	-6	5
CC(C)(C)c1ccc(NS(=O)(=O)c2ccc(N)cc2)cc1	12	2	-8	-4	5	-1	-1	-4	-7
CCOc1ccccc1C(=O)Nc1nnc(SCC(=O)Nc2cc(C)on2)s1	-3	8	-2	4	11	0	-1	10	20
Cc1nc2ncnn2c(N2CCCC(C(=O)Nc3ccccc3Br)C2)c1C (stereo not drawn)	-15	8	-8	0	-1	3	-4	2	-4
Clc1ccc2nc(CSc3nnc4ccccn34)cn2c1	-2	0	0	-4	-2	0	-12	-8	-14
COc1ccc(C2c3ccc(O)cc3Oc3ncn(CCN4CCOCC4)c(=N)c32)cc1 (stereo not drawn)	3	7	-10	9	-3	-2	2	-13	/
COc1ccc(C2NC(=O)NC(C)=C2C(=O)Nc2cccc(C)c2C)cc1 (stereo not drawn)	-7	11	-11	-1	-2	-2	-1	9	1
Cc1cccc(N(CC(=O)NCc2ccc3c(c2)OCO3)C(=O)CCC(=O)Nc2ccccn2)c1	3	1	-11	-1	0	-2	-25	-3	13
O=C(CN1CCN(Cc2ccccc2)C1=O)NCCCN1CCOCC1	-3	17	-14	1	2	-1	5	6[fluorescence artefact?]	-2
CCc1ccc(C(=O)COC(=O)CNC(=O)c2ccc(N3C(=O)c4ccccc4C3=O)cc2)cc1	44*	27	-2	0	-11[fluorescence artefact?]	-1	4	13[fluorescence artefact?]	3
CCOc1cc(N2CCCC2)ccc1[N+](=O)[O-]	-1	5	-10	-3	-1	0	3	-9	4
COc1ccc(N(CN2C(=O)C3CC=CCC3C2=O)C(=O)c2ccco2)cc1 (stereo not drawn)	-7	14	-2	-4	-3	-1	1	11[fluorescence artefact?]	0
COc1cc(OC)c2ccc(=O)oc2c1C(CCN1CCN(c2ccccc2)CC1)c1ccc2c(c1)OCO2 (stereo not drawn)	-1	8	6	/	2	/	1	-7	-3
Cc1ccc(C(C)C)cc1C(=O)CC1(O)C(=O)N(C)c2ccccc21 (stereo not drawn)	-5	15	-16	-1	-5	2	4	13	-11
CCn1c(=N)c(S(=O)(=O)c2ccc(F)cc2)cc2c(=O)n3ccccc3nc21	-5	1	-8	7	-11	2	-1	-14	-7
N#C/C(=C(/O)COc1ccccc1)c1nc2ccccc2s1	-3	-2	-14	1	0	-3	-3	-4	8
CC1CC(C)CN(C(=O)COC(=O)CCc2nc3ccccc3c(=O)[nH]2)C1 (stereo not drawn)	-16	12	0	0	15	-2	5	5	3
Cc1ccc(CNC(=O)CCC2CCCN(Cc3cccc4c3OCO4)C2)o1 (stereo not drawn)	-1	7	-11	-1	-1	-1	3	-11	/
CC1CCN(c2oc(Cc3cccc4ccccc34)nc2C#N)CC1	-13	9	-1	-3	-1[fluorescence artefact?]	0	3	10	0
COc1ccccc1Cn1nnc2c(=O)[nH]c(C3CCN(C(=O)c4ccc(F)cc4)CC3)nc21	-9	10	-40	2	4	-4	-2	-3[fluorescence artefact?]	-4
COCCN(CCOC)C(=O)COC(=O)c1cc([N+](=O)[O-])ccc1Cl	7	15	/	4	0	-3	6	0	10
Cc1cccc(Nc2nnc(-c3ccc(C(=O)N4C[C@H]5C[C@H](C4)c4cccc(=O)n4C5)cc3)c3ccccc23)c1	8	8	-1	3	-6	1	-9	-9	-9
COc1ccc(CNC(=O)c2ccc(S(=O)(=O)N3CCCC3)cc2)cc1OC	-26	2	-15	4	-2	3	-6	0	7
Clc1cccc(Cl)c1COc1ccncc1	8	1	-19	4	-4	-4	-2	7	-5
CCOc1ccc2nc(NC(=O)CSc3nc4c(c(=O)n(C)c(=O)n4C)n3C(C)C)sc2c1	-26	10	-5	3	-15[fluorescence artefact?]	-1	7	56[fluorescence artefact?]	/
C#CCSc1cc(C(F)(F)F)nc(-c2ccccn2)n1	4	8	1	2	2	0	-2	-6	8
Cc1ccc(SCC(=O)Nc2c(Br)cnn2C)cc1	2	8	-8	3	7	1	1	-2	/
O=C(NCC1CCCN(Cc2cccc(OCCO)c2)C1)c1ccc(F)cc1 (stereo not drawn)	/	5	0	-2	3	0	-1	7	-20
N#Cc1c(-c2ccc(F)cc2)ccnc1N1CCOCC1	-9	10	-19	-2	1	0	4	-2	-4
CCCS(=O)(=O)NCCc1cc2c(C)ccc(C)c2[nH]c1=O	-9	5	-14	0	-3	0	2	6	-7
CCOC(=O)c1c(-c2cccc([N+](=O)[O-])c2)csc1N	-10	5	12	2	17	-2	3	-8	12
CC1CCN(S(=O)(=O)c2ccc(-c3nnc(SCc4cccnc4)o3)cc2)CC1	-9	15	-6	4	0	-1	2	-13[fluorescence artefact?]	-7
COc1ccccc1NC(=S)N(Cc1ccccc1)Cc1ccccn1	-15	4	-4	3	2	0	7	5[fluorescence artefact?]	-4
Cn1cc(Cl)c(C(=O)N/N=C/c2ccc(OS(=O)(=O)c3ccccc3)cc2)n1	0	12	/	2	1[fluorescence artefact?]	2	5	10	12
NS(=O)(=O)c1cc(C2(O)NC(=O)c3ccccc32)ccc1Cl (stereo not drawn)	-5	11	/	5	4	-1	3	0	-9
O=C(CCCn1c(SCC(=O)c2ccc(Cl)cc2)nc2ccccc2c1=O)NCc1ccco1	4	21	-15	-4	-35	-2	10	0	5
CCCCCCSc1nc(O)c(C2OC(=O)c3c2ccc(OC)c3OC)c(=O)n1CC (stereo not drawn)	-10	16	-11	3	-8	-1	2	-19	5
CCOC(=O)c1cncc(NC(=O)c2ccccc2)c1	-9	20	-20	2	-10	0	5	7	/
CCOc1cc(/C=C2/C(=O)N(c3ccccc3)N=C2C)ccc1OC(=O)c1cccs1	0	14	-11	14	2	-3	4	5	1
CCC(c1nnnn1C1CCCC1)N(Cc1cccs1)Cc1cc2cccc(C)c2[nH]c1=O (stereo not drawn)	15	12	-9	-6	-1	-2	6	5	0
COc1ccc(/C=N/n2c(SC)nnc2-c2ccccc2)c(OC)c1OC	-22	15	-5	-3	2	1	-4	-2	3
COc1cc2c(cc1OC)CN(C(=O)c1ccc3nc[nH]c3c1)CC2	-11	6	-12	7	-3	3	-1	-20	7
